# Mtb RmlCD inh: inhibitors of Mycobacterium tuberculosis RmlC and RmlD coupled enzymes. P9WH09+P9WH11. RmlC+RmlD coupled enzyme assay, percent inhibition; primary screen in compound mixtures. inhibition, % at 3.6 µM. 0.03% of 160,000 active. AID 1533; in the data active = inhibition mostly above about 34%, no sharp cut-off; note: some results filed as inactive read as strong as hits
# Target sequence (P9WH09 whole entry, looked up): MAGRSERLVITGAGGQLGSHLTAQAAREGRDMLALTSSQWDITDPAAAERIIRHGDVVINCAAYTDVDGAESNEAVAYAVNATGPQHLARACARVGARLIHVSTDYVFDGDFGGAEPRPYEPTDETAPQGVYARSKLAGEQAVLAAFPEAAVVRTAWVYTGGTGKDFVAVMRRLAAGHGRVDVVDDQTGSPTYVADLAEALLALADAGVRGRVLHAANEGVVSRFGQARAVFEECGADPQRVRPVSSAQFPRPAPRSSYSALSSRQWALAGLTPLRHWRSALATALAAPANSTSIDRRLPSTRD
# Target sequence (P9WH11 whole entry, looked up): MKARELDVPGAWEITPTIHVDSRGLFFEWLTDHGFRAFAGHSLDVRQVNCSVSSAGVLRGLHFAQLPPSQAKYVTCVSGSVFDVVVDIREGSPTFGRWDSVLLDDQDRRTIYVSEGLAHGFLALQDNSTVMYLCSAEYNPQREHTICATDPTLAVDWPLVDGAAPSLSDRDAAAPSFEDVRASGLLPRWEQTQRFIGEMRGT
# GlmU inhibition: inhibition of mycobacterial GlmU enzyme – biochemical, glucosamine-1-phosphate acetyltransferase (AID 1376) | inhibition, %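 (tested at 30 µM in the primary screen)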; hits with a dose series show IC50 in µM | 0.25% of 220,000 active | M. tuberculosis GlmU acetyltransferase enzyme assay; higher % means a stronger effect; in the data active = inhibition above about 13%;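 note: 0% = complete reaction with vehicle and 100% = reaction without substrate; strong numbers were not always called active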
# The depositor's hits bear a star; nt = no result given. A portion of the library (hit frequency here may not be typical).
# Start of the data: the first two records, to show the layout:
SMILES,Mtb RmlCD inh,GlmU inhibition
N/C(=N\O)c1ccc(Cl)cc1Cl,-10,8.6%
Cc1oc(-c2ccccc2F)nc1CS(=O)(=O)CC(=O)N1CCOCC1,-6,6.1%

# The whole of this part, from the start:
SMILES,Mtb RmlCD inh,GlmU inhibition
N/C(=N\O)c1ccc(Cl)cc1Cl,-10,8.6%
Cc1oc(-c2ccccc2F)nc1CS(=O)(=O)CC(=O)N1CCOCC1,-6,6.1%
CC(C)COc1ccc(-c2nn(-c3ccccc3)cc2C(=O)Nc2nccs2)cc1,-3,3.1%
COc1cc2c(cc1OC)CN(C(=O)CSc1nnc3scc(-c4ccccc4)n13)CC2,nt,2.5%
Cc1nnc(C)n1/N=C/c1ccccn1,14,-1.8%
Cc1ccc(OC(=O)c2cccc(C(=O)Oc3ccc(C)cn3)n2)nc1,nt,3.6%
Cc1cc(C)c(NC(=O)CSc2nc3ccc(N4C(=O)c5ccccc5C4=O)cc3s2)c(C)c1,51,0.2%
CC1(C)CC(=O)C2=C(C1)Nc1ccccc1N(C(=O)C1CC1)C2c1ccco1 (centres undefined),-7,1.4%
CC(=O)c1sc2nc(CSc3nncn3C)[nH]c(=O)c2c1C,-4,1.0%
CCn1c(=O)c(C(=O)NCc2ccccn2)c(O)c2ccccc21,9,4.2%

# Molecules shown so far that have two or more sulfur atoms, in the order listed:
SMILES,Mtb RmlCD inh,GlmU inhibition
COc1cc2c(cc1OC)CN(C(=O)CSc1nnc3scc(-c4ccccc4)n13)CC2,nt,2.5%
Cc1cc(C)c(NC(=O)CSc2nc3ccc(N4C(=O)c5ccccc5C4=O)cc3s2)c(C)c1,51,0.2%
CC(=O)c1sc2nc(CSc3nncn3C)[nH]c(=O)c2c1C,-4,1.0%

# Next compounds follow:
SMILES,Mtb RmlCD inh,GlmU inhibition
CC1=C(OC(=O)c2ccccc2)C(C)(C)C(c2ccccc2)OC1=O (centres undefined),9,2.1%
Cc1nc(Cl)c(C(=O)NC(=O)NCc2ccccc2)c(C)c1Cl,nt,4.0%
CC(=O)c1ccc(NC(=S)NC2CCCC(C)C2C)cc1 (centres undefined),-5,-1.8%
O=C(CCNC(=O)Cn1ccc2ccccc2c1=O)NCCc1ccc(Cl)cc1,-11,3.9%
CC(C)c1onc(C(=O)NC(C)c2ccccc2)c1[N+](=O)[O-] (centres undefined),nt,-6.8%
O=C(CSc1nc(-c2ccco2)cc(C(F)(F)F)n1)Nc1ccc(C(=O)N2CCCCC2)cc1,10,2.5%
Cc1ccc(C)c(/C(O)=C2\C(=O)C(=O)N(Cc3cccnc3)C2c2cccnc2)c1 (centres undefined),nt,3.9%
O=c1c2ccccc2nc(/C=C/c2ccc(O)cc2)n1-c1cccc(O)c1,-16,-2.4%
CC(=O)N(CC1CCCO1)c1nnc(-c2cnccn2)s1 (centres undefined),nt,7.5%
CCN(C(=O)COC(=O)c1cc(S(=O)(=O)Nc2c(C)n(C)n(-c3ccccc3)c2=O)ccc1Cl)C1CCCCC1,-10,-1.2%

# Some of the entries so far, with two lines to a compound.
# Under each structure – Mtb RmlCD inh, GlmU inhibition
CC(=O)c1ccc(NC(=S)NC2CCCC(C)C2C)cc1 (centres undefined)
    -5, -1.8%
O=C(CCNC(=O)Cn1ccc2ccccc2c1=O)NCCc1ccc(Cl)cc1
    -11, 3.9%
CC(C)c1onc(C(=O)NC(C)c2ccccc2)c1[N+](=O)[O-] (centres undefined)
    nt, -6.8%
O=C(CSc1nc(-c2ccco2)cc(C(F)(F)F)n1)Nc1ccc(C(=O)N2CCCCC2)cc1
    10, 2.5%
Cc1ccc(C)c(/C(O)=C2\C(=O)C(=O)N(Cc3cccnc3)C2c2cccnc2)c1 (centres undefined)
    nt, 3.9%

# (listing goes on)
SMILES,Mtb RmlCD inh,GlmU inhibition
COCCNC(=O)Cn1c(=O)n(Cc2ccc(C(=O)NCc3ccco3)cc2)c(=O)c2ccccc21,nt,1.2%
NS(=O)(=O)c1ccc(CCNC(=O)CCCC2=NS(=O)(=O)c3ccccc3N2)cc1,15,2.5%
Cc1cccc(N2C(=O)C3C4CC(C(Br)C4Br)C3C2=O)n1 (centres undefined),-8,-2.8%
N/C(=N\OC(=O)/C=C/c1ccc(Br)cc1)c1ccccn1,-12,0.7%
CN(C)/N=C/C=C1\CCC/C(=C/c2cccs2)C1=O,-10,-3.2%
NC(=O)COC(=O)c1ccc(Oc2ccccc2)cc1,10,-1.7%
CCOC(=O)c1cc(CC)sc1NC(=O)C(c1ccccc1)c1ccccc1,12,3.3%
C=CCOc1ccc(S(C)(=O)=O)cc1,5,7.1%
CCOC(=O)C1CCN(c2cc(=O)n(-c3ccc(OC)cc3)c(=O)[nH]2)CC1,-10,-2.5%
CCCn1c(C)cc(C(=O)COC(=O)c2ccc[nH]c2=O)c1C,9,-1.0%
NNC(=O)Nc1cccc(C(F)(F)F)c1,nt,2.5%
O=C(Cn1c(=O)n(CC(=O)NCc2ccccc2)c2ccccc21)NCc1ccccc1,nt,-0.8%
Cc1cccc2[nH]c3c(N4CCN(C(=O)c5ccco5)CC4)ncnc3c12,-5,-5.6%
O=C(N/N=C/c1ccncc1)c1ccc(NC(=O)c2cccc(Cl)c2)cc1,6,2.3%
COCCn1c(CN2CCN(c3ccccc3)CC2)nc2c1c(=O)n(C)c(=O)n2C,nt,2.2%
O=C(/C=C/c1ccco1)Nc1nnc(-c2ccco2)s1,-4,1.9%
CCC(C)(C)NC(=O)C(c1ccncc1)N(Cc1ccc(C)cc1)C(=O)c1csnn1 (centres undefined),nt,4.4%
COCn1c(-c2ccc(OC)cc2)nc2ccccc21,nt,2.2%
N/C(=N\OC(=O)CCC1CCCCC1)c1cccc([N+](=O)[O-])c1,nt,3.3%
COc1ccc(CNC(=O)Nc2cccs2)cc1OC,-7,6.1%
COc1ccc(C(=O)Nc2ccc(C3=NNC(=O)CC3C)cc2NC(=O)c2ccc(OC)cc2)cc1 (centres undefined),-1,-1.9%
O=C(NN1CCOCC1)c1cc(-c2ccccc2)nc2ccccc12,-5,2.0%
CC1(C)COC(/C=C/c2ccc([N+](=O)[O-])cc2)=N1,7,6.3%
CN(C)c1ccc(/C=N/NC(=O)c2ccco2)cc1,2,3.2%
CSc1ccc(/C=N/N2CCN(C)CC2)cc1,-8,-3.5%
O=C(O)CSc1ncnc2nc[nH]c12,nt,5.2%
CNC(=O)COC(=O)c1cc(NC(=O)c2ccco2)c(OC)c(OC)c1,5,3.5%
CCCN(N=Nc1cccc([N+](=O)[O-])c1)c1cccc([N+](=O)[O-])c1,10,2.3%
CCCOc1ccc(Cc2nc(N)nc(N)n2)cc1,nt,4.3%
O=C(NCC(=O)N(Cc1ccco1)C(C(=O)NC1CCCCC1)c1cccnc1)c1cccs1 (centres undefined),17,-7.0%

# Laid out differently: results already given.
CSc1ccc(/C=N/N2CCN(C)CC2)cc1
  Mtb RmlCD inh = -8; GlmU inhibition = -3.5%

Cc1cc(C)c(NC(=O)CSc2nc3ccc(N4C(=O)c5ccccc5C4=O)cc3s2)c(C)c1
  Mtb RmlCD inh = 51; GlmU inhibition = 0.2%

Cc1cccc(N2C(=O)C3C4CC(C(Br)C4Br)C3C2=O)n1 (centres undefined)
  Mtb RmlCD inh = -8; GlmU inhibition = -2.8%

COc1cc2c(cc1OC)CN(C(=O)CSc1nnc3scc(-c4ccccc4)n13)CC2
  Mtb RmlCD inh = nt; GlmU inhibition = 2.5%

# Following part
SMILES,Mtb RmlCD inh,GlmU inhibition
ONC=Nc1cccc2nonc12,-6,2.5%
C#CCOCCOCCOCCNc1nc(N2CCN(C(=O)C(Cc3ccc(O)cc3)n3cc(C(N)CC(C)C)nn3)CC2)nc(N2CCN(C(=O)C(Cc3ccc(O)cc3)n3cc(C(N)C(C)CC)nn3)CC2)n1 (centres undefined),nt,-8.6%
CCN(C(=O)COC(=O)c1ccc2[nH]c3c(c2c1)CCCC3)C1CCS(=O)(=O)C1 (centres undefined),nt,2.5%
COCCCNC(=S)NNC(=O)Cn1nc(C)c(Br)c1C,13,-0.9%
CCn1c(CNC(=O)c2ccc(OC)cc2)nnc1SC,nt,1.7%
COc1ccc(Cl)cc1NC(=O)C1CC(=O)N(c2ccc(F)cc2)C1 (centres undefined),5,-0.1%
CCOc1ccc(C(C)=O)cc1CSc1nnc(N)s1,-10,-0.1%
Clc1ccc(-c2nc3ncccn3c2Nc2ccc3c(c2)OCO3)cc1,nt,5.1%
O=C(NCc1ccc(Cl)cc1)c1cc2c(nc3sccn32)s1,nt,-1.9%
COc1cccc(C2C(C(=O)/C=C/c3ccco3)=C(O)C(=O)N2CCN2CCOCC2)c1 (centres undefined),1,1.3%
Cc1sc2nc3c(SC(C)C(=O)O)cc(C(=O)c4ccccc4O)cn3c(=O)c2c1C (centres undefined),14,2.9%
COc1cccc(-c2nnc(NC(=O)C3CCCCC3)o2)c1,4,-3.0%
COCCNC(=O)CSc1nnc(-c2ccccc2F)n1Cc1ccccc1,nt,2.2%
NC(=O)CC(NC(=O)Cc1cccc2ccccc12)c1ccc(NC2CCC2)c([N+](=O)[O-])c1 (centres undefined),nt,-3.6%
COC(=O)CSc1nnc(-c2ccco2)n1-c1ccc(C)cc1,-11,-4.0%
COc1ccc(NC(=O)C2OC3OC(C)(C)OC3C3OC(C)(C)OC23)cc1 (centres undefined),8,4.4%
O=C(CCn1c(=O)c2ccccc2n(CC(=O)NC2CCCC2)c1=O)NCc1ccco1,nt,-4.4%
Cc1nnc2c(Oc3ccccc3)nc3ccccc3n12,nt,-3.3%
N#Cc1c(NC(=O)CSc2nnc(-c3ccco3)n2-c2ccccc2)sc2c1CCC2,-4,3.6%
COc1ccc(C(=O)C(OC(=O)CNC(=O)c2ccco2)c2ccccc2)cc1 (centres undefined),nt,-4.4%
Clc1ccccc1-c1nc2ccccc2c2nncn12,nt,4.8%
COc1cccc(NC(=O)c2cc(CN3C(=O)c4ccccc4C3=O)ccc2OC)c1,10,2.9%
C/C(=N\NC(=S)NCc1ccccc1)c1ccc(Cl)s1,-11,-0.4%
O=C(NCc1nc2ccccc2[nH]1)c1cccc(S(=O)(=O)N2CCOCC2)c1,-9,2.7%
O=C(NC1CCCc2ccccc21)C1CCN(S(=O)(=O)N2CCCCCC2)CC1 (centres undefined),7,-2.6%
O=C(Cc1ccc(Br)cc1)NNC(=O)Nc1ccc(Cl)cc1,4,5.5%
CCOC(=O)c1nnn(-c2nonc2-n2cccc2)c1CN1CCC(C)CC1,15,-3.2%
COc1cccc(NC(=S)N2CCc3cc(OC)c(OC)cc3C2)c1,-9,-0.7%
COC(=O)Cc1ccc(NC(=S)NCCSc2ccc(C)cc2)cc1,4,-6.9%
CCOc1cc(C(=O)OCC(=O)Nc2cc(C)on2)cc(OCC)c1OCC,nt,3.5%
CCCNC(=O)c1cccc(Cn2cc(Br)c([N+](=O)[O-])n2)c1,-7,-2.6%
O=C(NCCc1ccccc1)C(c1ccccc1)N(C(=O)c1csnn1)C1CC1 (centres undefined),-10,2.1%
CCCCN(C(=O)NC(=O)C1=C(N2CCOCC2)/C(=C/c2ccccc2)CC1)S(C)(=O)=O,1,nt
O=C1CCC(=O)N1CC(=O)N(c1ccccc1)c1ccccc1,21,-3.2%
CCNc1nc(NC(C)C)nc(ON=C(C)C)n1,-5,2.2%
Cc1c(C(=O)OCC(=O)c2ccc3c(c2)OCCO3)oc2ccccc12,7,-0.1%
CCn1c(O)c(/C=C/C=C/C=Nc2ccccc2)sc1=S,-11,-1.2%
CCOC(=O)c1[nH]c(=O)[nH]c1COC(=O)c1cc2ccccc2o1,11,-2.7%
CCN(CC)C(NC(=O)Cc1ccccc1)C(Cl)(Cl)Cl (centres undefined),5,2.2%
O=C(COC(=O)CNC(=O)c1ccccc1)Nc1ccc(F)c([N+](=O)[O-])c1,2,3.2%
CC(C)(C)OC(=O)N1CCOCCOCCN(C(=O)OC(C)(C)C)CCOCC1,nt,-1.7%
CC(=O)N1CCN(C(=O)CCc2c[nH]c3ccccc23)CC1,-10,-3.9%
CCn1c(COc2ccccc2)nnc1SCC(=O)Nc1cc(OC)ccc1OC,7,-10%
Cn1c(SCC(=O)OCc2ccccc2)nnc1-c1ccco1,-6,2.8%
NC(N)=Nc1nc2cc([N+](=O)[O-])ccc2o1,-11,7.4%
Cc1cc(Br)ccc1NC(=S)N1CCOCC1,-4,0.3%
COc1ccc(/C=N/n2c(-c3n[nH]c4c3CCC4)n[nH]c2=S)c(OC)c1OC,nt,-2.2%
CN1C(=O)c2c(sc3c2CCCC3)NC1c1ccccc1O (centres undefined),8,-6.2%
O=C(NCc1ccccn1)c1ccc(Cl)cc1Cl,nt,-4.5%
Cc1cccc(C)c1NC(=O)C(=O)NCCCN1CCOCC1,7,1.3%

# Next results:
SMILES,Mtb RmlCD inh,GlmU inhibition
CCCCOc1ccc(NC(=O)CN2CCN(C(=O)OCC)CC2)cc1,-6,-2.2%
COc1cccc(NC(=O)COC(=O)/C=C/c2ccc(Cl)cc2Cl)c1,-5,1.4%
CC(=O)Nc1ccc(S(=O)(=O)Oc2cccc(N3C(=O)C4CCCCC4C3=O)c2)cc1 (centres undefined),-5,6.2%
O=C(O)c1ccccc1C(=O)OCc1ccccc1,9,5.6%
O=C(Nc1cccc(Cl)c1)C1CCCN(S(=O)(=O)c2cnc[nH]2)C1 (centres undefined),8,0.3%
CCOc1ccc(NCCC(=O)c2ccc3c(c2)OCO3)cc1,-6,1.2%
O=C(c1cccc(S(=O)(=O)N2CCCC2)c1)N1CCCc2ccccc21,nt,-4.9%
Nc1ccc(S(=O)(=O)NC2(C(F)(F)F)NC(=O)N(c3ccccc3Cl)C2=O)cc1 (centres undefined),-12,-1.9%
Cc1sc2ncnc(N/N=C/c3ccccc3O)c2c1C,29,1.6%
CSc1nnnn1CCn1nnnc1SC,3,-5.4%
COC(=O)C(C)Sc1nnc(Cc2cc(=O)[nH]c(=O)[nH]2)n1-c1ccc(Cl)cc1 (centres undefined),-5,nt
COc1cccc(-c2nc(CS(=O)CC(=O)NCCCOC(C)C)c(C)o2)c1 (centres undefined),nt,7.8%

# Assay outcomes (PubChem BioAssay)
